Assay outcomes from PubChem BioAssay.
Tb PFK inh – qHTS Assay to Find Inhibitors of T. brucei phosphofructokinase | ATP-dependent 6-phosphofructokinase (Trypanosoma brucei brucei), O15648 | T. brucei PFK, ADP-Glo luminescence | Potency, µM (series often up to 57.5 µM), inactives show at the highest dose activity, negative = inhibition, hits mostly inhibitors | 0.17% of 330,000 active | AID 485367, 2010;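 also: potency is read from the fitted curve at half-maximal effect; 0% = uninhibited 1x PFK enzyme wells and -100% = no-enzyme wells; nearly all actives have a fitted effect of over 60% in size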
Target sequence (O15648 whole entry, looked up): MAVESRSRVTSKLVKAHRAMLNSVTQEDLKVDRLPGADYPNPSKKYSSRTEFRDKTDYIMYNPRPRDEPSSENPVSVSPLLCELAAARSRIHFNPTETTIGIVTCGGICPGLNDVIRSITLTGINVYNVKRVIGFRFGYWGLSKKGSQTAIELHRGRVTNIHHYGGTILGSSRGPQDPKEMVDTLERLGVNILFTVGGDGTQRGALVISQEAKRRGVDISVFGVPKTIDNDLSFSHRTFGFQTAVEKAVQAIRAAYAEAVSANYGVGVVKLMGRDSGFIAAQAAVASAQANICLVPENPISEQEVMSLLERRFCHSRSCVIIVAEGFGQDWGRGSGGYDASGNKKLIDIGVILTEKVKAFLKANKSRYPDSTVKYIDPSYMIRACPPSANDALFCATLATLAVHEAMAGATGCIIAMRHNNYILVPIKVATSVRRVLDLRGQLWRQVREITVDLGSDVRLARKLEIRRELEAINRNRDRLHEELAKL
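Compounds were pin-transferred as a titration series up to 57 uM into substrate buffer (0.5 mM F6P, 0.1 mM ATP, pH 8.0), then 1.25 nM PFK was added and reactions ran 45 min before ADP-Glo detection.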
TCR activator – Activators of T cell receptors: qHTS campaign. primary human leukocytes, anti-CD3, IL-2 HTRF, 48 h. Potency, µM (doses to about 9.22 µM), for inactives: at the highest dose activation of IL-2 secretion, actives largely listed as activators. 330,000 tested, under 10 active; also: % of control where 0% means no effect
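Human primary leukocytes + a-CD3 beads + cpd, 48 hr; IL-2 in supernatant by HTRF (ex 320nm / em 665nm). No co-stimulatory signal supplied.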
Giardia kill – Small Molecules that selectively kill Giardia lamblia: qHTS. Giardia lamblia trophozoite viability. activity change, % at 7.66 µM, hits read low. 0.15% of 340,000 active; in the data active = activity change below about -80%; inconclusive = between about -30% and that limit;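 also: parasites exposed to compound for two days anaerobically before the ATP read; % is scaled to controls: 0 for no effect and ±100 for the full control effect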
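Luminescence from cellular ATP indicates surviving trophozoites (100 cells/well) following 48 hrs anaerobic compound treatment at 37 deg C; signal develops 15-30 min at room temperature.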
TSHR antag – Antagonists of the Thyroid Stimulating Hormone Receptor: HTS campaign. Thyrotropin receptor (Homo sapiens), P16473. TSHR-expressing cells, TSH-stimulated cAMP HTRF, 2 h; stronger effect = lower value. activity change, negative = inhibition, % at 11.5 µM. 0.2% of 330,000 active;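 active = activity change below a set negative limit, meaning inhibition stronger than a set level, cut at about -70% in these data; inconclusive = activity change between two set negative limits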; also: % is scaled to controls: 0 for no effect and ±100 for the full control effect
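Competitive HTRF cAMP read-out (cryptate anti-cAMP antibody, cAMP-d2; 30 min, room temperature) in freshly harvested TSHR cells. Compounds added before TSH at EC80 (4nM final), followed by 2 hours' incubation at 37 deg C.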
GALK inh – qHTS Assay for Inhibitors of Human Galactokinase (GALK). P51570. Purified GALK, Kinase-Glo residual ATP luminescence. Potency, µM (series often up to 57.5 µM), for inactives: at the highest dose activity change, negative = inhibition, usual class: inhibitors. 0.007% of 270,000 active. AID 1868, 2009; also: potency is read from the fitted curve at half-maximal effect; % is scaled to controls: 0 for no effect and ±100 for the full control effect
Target sequence (P51570 whole entry, looked up): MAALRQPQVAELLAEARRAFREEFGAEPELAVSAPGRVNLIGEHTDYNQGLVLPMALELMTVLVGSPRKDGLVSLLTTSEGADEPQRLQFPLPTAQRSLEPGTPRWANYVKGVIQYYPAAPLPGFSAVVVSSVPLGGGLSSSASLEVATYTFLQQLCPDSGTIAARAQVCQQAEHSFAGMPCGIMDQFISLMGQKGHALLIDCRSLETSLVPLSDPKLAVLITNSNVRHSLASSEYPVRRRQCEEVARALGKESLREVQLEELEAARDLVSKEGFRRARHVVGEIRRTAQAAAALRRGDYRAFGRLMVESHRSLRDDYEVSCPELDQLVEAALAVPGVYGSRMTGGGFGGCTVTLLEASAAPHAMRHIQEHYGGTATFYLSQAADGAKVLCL
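Galactose (100 uM) and ATP (35 uM) were turned over by 5 nM GALK for 1 h at RT. Kinase-Glo Plus then converted the remaining ATP into a luminescent signal.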
CXXC DNA block – qHTS Fluorescence Polarization Assay for Inhibitors of MLL CXXC domain - DNA interaction. Potency, µM (highest dose often 115 µM), for inactives: at the highest dose activity change, negative = inhibition, most hits filed as inhibitors. 0.037% of 290,000 active. Histone-lysine N-methyltransferase 2A (Homo sapiens), Q03164. AID 2662, 2010. MLL-CXXC / FITC-HOXA9 DNA fluorescence polarization; active = well fitted inhibition curve with a large enough effect in the polarisation, with a control signal flat, not every such curve was filed as active; inconclusive = small, poorly fitted or top-dose-only effect, or effect the other way, or a change in a side signal; inactive = no such curve, though single readings can be large or run the other way; the % refers to the polarisation; also: potency is read from the fitted curve at half-maximal effect
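Fluorescence polarization: 7 uM MLL-CXXC (stock) preincubated 5 min with compounds, then 50 nM fluorescein-HOX-A9 DNA (stock) added; 30 min ambient. Buffer 50 mM Tris-HCl pH 7.5, 50 mM NaCl, 1 mM DTT, 0.05% BSA.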
A-T KAP1 phos – qHTS Assay for Identifying a Potential Treatment of Ataxia-Telangiectasia | […] A-T fibroblasts, KAP-1 phosphorylation AlphaLISA; neocarzinostatin DNA damage 30 min before lysis | Potency, µM (titrated, usually from 57.5 µM), inactives show at the highest dose activation, usual class: activators | 0.19% of 320,000 active | AID 485349, 2010; also: potency is read from the fitted curve at half-maximal effect; % of control where 0% means no effect; nearly all actives have a fitted effect of over 45% in size
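hTERT-immortalized A-T patient fibroblasts ([…]), 500 cells/well in OPTI-MEM, 1% FBS, got compounds for 60 min, then NCS for 30 min at 37C. Lysates were then assayed for phospho-KAP-1 by AlphaLISA (anti-pKAP1 donor, anti-KAP1 acceptor beads), 6 hr at 25C.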
FBPA coupling cs – qHTS Assay for Inhibitors of Fructose-1,6-bisphosphate Aldolase from Giardia Lamblia: Coupling assay counterscreen; coupling enzyme system counterscreen, AmpLite Red fluorescence; activity change, negative = inhibition, % at 58.2 µM, hits read low; 0.67% of 290,000 active; in the data active = activity change below about -30%; also: % is scaled to controls: 0 for no effect and ±100 for the full control effect
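Counterscreen lacking aldolase: glyceraldehyde-3-phosphate coupling-enzyme reagent preincubated 10 min at RT with compound (at 57.5 uM final), then substrate/coupling system with AmpLite Red added; fluorescence read at 525/598 nm after 20 min RT.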
hERG WT inh – qHTS for Inhibitors of KCHN2 3.1: Wildtype qHTS | AID 720551, 2013 | 0.37% of 340,000 active | activity change, % at 1.84 µM | Voltage-gated inwardly rectifying potassium channel KCNH2 (Homo sapiens), Q12809 | U2OS, BacMam KCNH2, thallium flux FluxOr; stronger effect = lower value;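 active = maximum activity change below -70%; inconclusive = maximum activity change between -70% and -50%; inactive = maximum activity change above -50%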; also: % is scaled to controls: 0 for no effect and ±100 for the full control effect
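U2OS cells transduced with wild-type KCNH2 virus are loaded with FluxOr dye for 45 min, and thallium flux is measured in kinetic reads before and after stimulation buffer. Rate constants are normalized to DMSO controls.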
BCR signal inh – qHTS Assay to Find Inhibitors of Chronic Active B-Cell Receptor Signaling; ABC-DLBCL IkBa-CBG/CBR reporter, luminescence ratio, 4 h; Potency, µM (doses to about 46.1 µM), without a hit: top-dose ratio change, negative = lower green/red ratio, most hits filed as inhibitors; 0.05% of 340,000 active; active = well fitted inhibition curve with a large enough effect in the signal ratio, with a control signal flat, not every such curve was filed as active; inconclusive = small, poorly fitted or top-dose-only effect, or effect the other way, or a change in a side signal; the % refers to the signal ratio;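 also: potency is read from the fitted curve at half-maximal effect; plate controls were basal doxycycline-induced cells for no effect and cells given 10 µM MG132 for full effect; MG132 reads +100%, hits lower the ratio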
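TMD8 human ABC-DLBCL cells with doxycycline-inducible IκBα–green luciferase fusion and unfused red luciferase, in 0.5% FBS medium; compounds up to 46 uM, 4 h at 37C. Green/red luminescence ratio, filter-overlap corrected, fitted to concentration-response curves.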
* = called active by the depositor; ? = inconclusive; nt = no result given; [ ] = another dose, or the depositor's remark. Unless noted, calls follow the shape of the dose curve; as a rule, active = well fitted curve in the direction sought with a large enough effect; inconclusive = small, poorly fitted or top-dose-only effect, or another doubt; inactive = no such curve, though single readings can be large; an effect the other way counts as inactive or inconclusive.

SMILES	Tb PFK inh	TCR activator	Giardia kill	TSHR antag	GALK inh	CXXC DNA block	A-T KAP1 phos	FBPA coupling cs	hERG WT inh	BCR signal inh
O=C(CSc1nnc(SCc2cccc3ccccc23)s1)N=Nc1c(O)[nH]c2ccccc12	-2.8%	-1.0%[46.1 µM]	nt	4.4	-4.3%	11.0%	-3.2%	2.9	nt	-12.9%
C=CCN1C(=O)c2ccc(C(=O)N3CCN(S(=O)(=O)c4cccc(Cl)c4)CC3)cc2C1=O	1.4%	nt	-7.8	0.9	6.2%	-1.7%	2.8%	nt	0.2	1.9%
Cc1ccc(C(=O)c2sc3nc4c(cc3c2N)CCC4)cc1	13.9%	-3.7%[46.1 µM]	7.3	-6.5	-2.2%	4.7%	-5.2%	1.7	5.3	8.7%
COCC(C)NC(=O)c1cc2cc(OC)ccc2[nH]1 (stereo not drawn)	4.2%	-1.7%	1.4	5.2	0.1%	-2.8%	1.0%	-14.2	-3.7	?
CN(CC(=O)NCCc1ccc(F)cc1)Cc1ccccc1	2.2%	9.1%	16.1	-39.4	-0.1%	-0.6%	8.6%	-0.4	19.5	-8.9%
COc1ccc(CNC(=O)CCS(=O)(=O)c2ccc(Br)cc2)cc1	-9.1%	-26.0%	18.1	-9.4	-2.6%	7.0%	-4.7%	4.2	-5.3	2.6%
CCOCCCNC(=O)c1cn(C)c(=O)c2cc(OC)c(OC)cc12	-10.6%	-2.9%	3.5	-6.6	-2.0%	0.3%	2.5%	-2.5	10.8	2.8%
NC(=O)N/N=C/c1coc2ccc(O)cc2c1=O	-5.5%	-0.5%	0.2	-15.2	1.9%	4.5%	16.0%	-1.8	-9.8	12.0%
COc1cc(CCC(=O)Nc2cccc(S(=O)(=O)N(C)C)c2)cc(OC)c1OC	-3.2%	6.8%[46.1 µM]	-9.8	4.9	-2.6%	-3.5%	7.3%	-2.9	1.7	-1.1%
CN(C)c1cccc2c1c(NC(=O)Nc1ccc(Cl)cc1Cl)nn2C	-0.8%	4.3%	7.9	-1.8	nt	-7.5%	3.6%	-22.6	-1.4	-2.6%
CN(C(=O)COc1ccccc1C(=O)NCCOc1ccccc1)c1ccccc1	0.6%	-9.9%	-16.1	-29.7	nt	?	-0.2%	1.6	-2.2	?
CC1(C)CC(NC(=O)CC2CCCCC2)CC(C)(C)N1	0.7%	-0.4%	-27.0	1.2	4.0%	1.4%	1.3%	-0.3	1.8	?
Cc1nc(Cl)sc1C(=O)Nc1cccc(Cl)c1C	-0.1%	-4.8%[46.1 µM]	-8.7	2.4	1.6%	57.9%[activator]	-1.7%	-1.0	-28.7	?
CNC(=S)N(Cc1ccc(OC)cc1)C1CC(=O)N(c2ccc(Cl)cc2)C1=O (stereo not drawn)	-6.1%	0.3%	3.0	46.9	3.0%	-8.6%	14.7%	1.1	6.7	?
O=C(c1ccc(Br)o1)N1CCN(c2ccc3nnc(-c4ccc(F)cc4)n3n2)CC1	-4.7%	14.9%	?	-14.5	-3.8%	2.0%	4.8%	-0.9	-1.3	6.3%
CC(CC1CC(C)(C)OC1=O)C(=O)Nc1nncs1 (stereo not drawn)	-4.1%	-2.3%	-13.9	9.7	-1.3%	5.4%	nt	-0.3	5.8	-13.6%
COC(=O)C[n+]1cccc2ccccc21	-5.3%	5.0%	12.4	27.7	0.9%	?	4.8%	0.8	-16.0	-2.0%
COc1ccc(-n2cc(CNCc3cnc4ccccn34)c(-c3cccc(F)c3)n2)cc1	-2.5%	0.2%	-6.8	-3.1	2.2%	59.3%[activator]	-0.3%	0.5	-4.8	?
CCOC(=O)N1CCN(C(=S)NC(=O)c2cncc(Br)c2)CC1	3.2%	1.2%[46.1 µM]	55.9[activator]	4.8	1.9%	3.7%	-0.4%	0.8	-21.1	7.9%
CCOC(=O)c1c(S(=O)(=O)Nc2ccccc2OCC)c(C)n(C)c1C	-1.0%	-2.3%	9.4	-12.7	-3.1%	27.6%	0.0%	-2.5	1.2	0.3%
CCc1nnc(NC(=O)c2ccc(Br)o2)s1	-1.0%	4.2%	-10.8	1.0	1.8%	-6.0%	5.2%	-0.5	1.0	2.4%
COc1cccc(NC(=O)c2ccc(NCCCN3CC(C)CC(C)C3)c([N+](=O)[O-])c2)c1 (stereo not drawn)	-4.2%	-1.9%	7.0	-3.0	3.9%	11.2%	-2.6%	-0.3	5.2	?
CN1CCN(C(CNS(=O)(=O)c2ccc([N+](=O)[O-])cc2)c2ccc(F)cc2)CC1 (stereo not drawn)	-2.0%	-0.2%	9.2	-3.8	nt	nt	9.9%	nt	62.3	?
Cc1ccccc1NCC(=O)N/N=C/C(Br)=C/c1ccccc1	-1.1%	0.2%	2.9	-9.9	0.3%	1.6%	-2.2%	-2.2	-12.0	?
CCn1c(SCC(=O)N2CCCCCC2)nc2c([nH]c3ccccc32)c1=O	1.9%	2.8%	-6.9	19.6	-7.3%	4.7%	-6.7%	nt	10.9	7.4%
O=C(COC(=O)/C=C/c1ccccc1)Nc1cc(C(F)(F)F)ccc1N1CCOCC1	3.1%	-1.5%[46.1 µM]	-13.6	3.6	-0.2%	-8.7%	-2.1%	3.7	-2.9	-2.3%
O=C1C=CCCC1	-0.3%	-7.5%	14.6	17.7	nt	nt	3.2%	nt	5.2	1.6%
COc1ccc(OC)c(/C=C/C(=O)OCC(=O)Nc2nnc(-c3ccccc3)o2)c1	5.9%	-9.0%	-0.3	0.3	nt	nt	4.3%	nt	-14.3	-0.6%
CCN1CCN(CCCCSc2ccccc2)CC1	-0.4%	1.1%[46.1 µM]	nt	19.6	1.1%	-1.2%	1.5%	0.0	nt	3.3%
CCc1ccc(C(=O)COC(=O)c2ccc(Cl)nc2)cc1	0.7%	-9.9%	12.9	-13.7	-2.8%	11.5%	1.2%	-0.2	-3.7	7.7%
O=C(Cn1cc([N+](=O)[O-])ccc1=O)NCC1COc2ccccc2O1 (stereo not drawn)	-2.5%	1.1%	-26.5	-9.0	nt	nt	4.1%	nt	-1.5	5.3%
Cn1c2ccccc2n2c(=O)c(Cl)c(-c3ccccc3)c(C#N)c12	?	-9.7%[46.1 µM]	-17.2	-12.4	-2.2%	14.6%	1.5%	-1.9	12.3	7.6%
CC(C)Oc1ccc(C2CC(=O)N(c3ccc(C(=O)O)cc3)C2=O)cc1 (stereo not drawn)	2.6%	-1.9%	0.6	9.2	0.0%	-20.3%	-5.3%	4.4	2.9	0.3%
C=CCNC(=O)N1CCCC(C(=O)c2cccc(OC(C)C)c2)C1 (stereo not drawn)	-5.9%	6.7%	-14.3	0.2	6.1%	4.7%	3.8%	1.6	-5.3	-5.6%
COCCCN(CCC#N)C(=O)c1c(-c2c(Cl)cccc2Cl)noc1C	-3.3%	0.8%	2.0	0.4	0.1%	0.1%	-1.7%	-0.4	0.5	11.3%
CCC(C)c1ccc(NC(=O)c2cnn3c(C(F)F)cc(C)nc23)cc1 (stereo not drawn)	-1.7%	-2.9%	18.1	-1.9	10.8%	?	-6.5%	1.8	-4.0	-10.1%
Cn1nc(C(=O)NCc2ccc(F)cc2)c2ccccc2c1=O	0.1%	6.5%	-10.9	-3.8	2.3%	-3.0%	1.6%	1.5	19.1	?
COc1ccc(C(=O)Nc2ccc3c(c2)Cc2ccccc2-3)cc1	3.6%	2.6%	33.8[activator]	-0.8	-2.4%	18.0%	-1.4%	nt	23.8	?
CC12CN3CC(=O)N4CC5(C)CN(CC(C)(C4)C5=O)C(=O)CN(C1)CC(C)(C3)C2=O	2.1%	nt	-10.7	3.0	2.4%	2.8%	3.2%	1.8	1.7	0.7%
CC(=O)Nc1ccc(NC2CCCCC2NS(=O)(=O)c2ccc(Cl)cc2)cc1 (stereo not drawn)	-3.0%	9.0%	-4.3	-2.8	-0.1%	6.0%	-8.1%	0.3	-11.1	4.2%
